Screens as filed in PubChem.
Fibroblast inh: antiproliferative effect on LL 47 fibroblasts – human, LL 47 cells, CellTiter-Glo luminescence, primary screen; 85,000 tested, 1.1% active; LL 47 human lung fibroblast viability, ATP luminescence; active compounds read low; viability, % at 10 µM;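 active means viability at or below 50% in the single dose screen; inactive means viability above 50%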;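 further: compound exposure lasted 72 h before the ATP readout; 100% = median luminescence of untreated cell-only wells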
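Assay system: human lung fibroblast line LL 47, low passage. Input: 1,150 fibroblasts seeded per well. Times: overnight cell rest, 72 h compound treatment at 37 °C. Evaluation: % viability of median cell-only signal. Technique: luminescent ATP detection, CellTiter-Glo. Control set: cell-only wells, no compound.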
CD11b adhes enh: enhancers of CD11b/CD18 adhesion to fibrinogen, primary screen, K562 cells, luminescence; ATPlite luminescence; activation, % at 10 µM; 93,000 tested, 0.07% active; AID 1499, 2009;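 active means 10 µM primary screen giving 50% or more activity, confirmed by 40% or more on retest at that dose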; further: strong numbers were not always called active
CD11b adhes inh: inhibitors of CD11b/CD18 adhesion to fibrinogen, primary screen, K562 cells, luminescence; ATPlite luminescence; Mn2+ added to activate the integrin; AID 1497, 2009; inhibition, % at 10 µM; Integrin beta-2 (Homo sapiens) + Integrin alpha-M (Homo sapiens), P05107+P11215; 93,000 tested, 0.54% active;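 active means primary inhibition of 50% or more at 10 µM, then 40% or more on retest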; further: some results filed as inactive read as strong as hits
CYP2C19 inhib: blockers of cytochrome P450 2C19 activity – biochemical, luminescence, ADME assay, primary screen | CYP2C19 Supersomes, luciferin-H EGE luminescence, 30 min | inhibition, % at 5 µM | 96,000 tested, 21% active;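 active means CYP2C19 inhibition above a set limit at 5 µM in the primary screen, cut at about 50% in these data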;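 further: plate controls were negative control wells for no effect and 2.5 mM tranylcypromine positive control for full effect; values of inactives mirror those of a sister screen read the other way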
H69AR growth 86K: proliferation blockers of H69AR lung cancer cells, primary screen, cell-based, human, 86K library; viability, % at 10 µM; 85,000 tested, 6% active; H69AR lung tumor viability, ATP luminescence, 72 h; active compounds read low;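 active means viability at or below 40%; inactive means viability above 40%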;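 further: multidrug resistant small cell line overexpressing MRP-1 efflux transporter; 100% = mean luminescence of untreated control wells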
CYP2C19 act: human CYP2C19 activators, primary screen, biochemical, luminescence. Cytochrome P450 2C19 (Homo sapiens), P33261. recombinant CYP2C19, luciferin-H EGE luminescence; active compounds read high; 0 = fully inhibited enzyme, 1 = untreated enzyme. activation factor at 5 µM. 96,000 tested, under 10 active;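 active means activation factor of at least 2 at 5 µM in the primary screen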;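 further: 0 = wells with 2.5 mM tranylcypromine and 1 = vehicle-only wells; values of inactives mirror those of a sister screen read the other way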
ERa SRC1 inh: ERα–SRC-1 coactivator interaction inhibitors, primary screen, biochemical, TR-FRET, ERα LBD, estradiol-bound | TR-FRET ER-alpha LBD / SRC-1 peptide | inhibition, % at 25.6 µM | 86,000 tested, 1.7% active; in the data active means inhibition above about 50%;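 further: 0% = receptor plus peptide control and 100% = peptide only without receptor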
Target sequence (P03372 whole entry, looked up, the tested form may be a part): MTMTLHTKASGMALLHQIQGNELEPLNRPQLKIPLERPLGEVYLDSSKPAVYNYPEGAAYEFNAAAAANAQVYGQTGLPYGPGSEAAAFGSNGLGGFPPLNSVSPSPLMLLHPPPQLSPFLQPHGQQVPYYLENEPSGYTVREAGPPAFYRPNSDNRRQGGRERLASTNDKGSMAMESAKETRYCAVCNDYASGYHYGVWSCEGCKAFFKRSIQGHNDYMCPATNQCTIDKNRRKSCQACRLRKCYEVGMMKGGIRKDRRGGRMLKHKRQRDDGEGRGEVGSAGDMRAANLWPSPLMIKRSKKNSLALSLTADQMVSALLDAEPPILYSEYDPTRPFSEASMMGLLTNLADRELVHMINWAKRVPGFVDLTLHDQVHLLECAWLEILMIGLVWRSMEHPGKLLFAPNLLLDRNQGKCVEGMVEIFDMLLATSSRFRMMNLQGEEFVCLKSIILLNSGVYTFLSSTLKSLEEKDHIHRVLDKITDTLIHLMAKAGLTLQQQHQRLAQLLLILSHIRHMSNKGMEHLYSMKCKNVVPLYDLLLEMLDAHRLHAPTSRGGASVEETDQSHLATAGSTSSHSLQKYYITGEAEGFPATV
ERa SRC1 pot: enhancers of ERα–SRC-1 coactivator binding, primary screen, biochemical, TR-FRET, ERα LBD, low estradiol; coactivator binding (% of control), % at 25.6 µM; 86,000 tested, 1.3% active; Estrogen receptor (Homo sapiens), P03372; AID 639, 2007; TR-FRET ERalpha-LBD/SRC-Cy5 coactivator binding, 2 h; 100 = basal binding, no effect; in the data active means activity above about 200%;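 further: binding measured in presence of low estradiol as agonist stimulus; 0% = peptide alone without receptor and 100% = receptor with peptide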
HUVEC prolif 384: inhibitors of HUVEC proliferation, primary screen, cell-based, 384-well; 86,000 tested, 1.1% active; AID 648, 2007; viability, % at 10 µM (by protocol); CellTiter-Glo luminescence, 72 h; active compounds read low;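 active means viability at or below 30%; inactive means viability above 30%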;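 further: 100% = median luminescence of DMSO-only cell control wells on each plate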
* hit, by the source's call; . = no result given; [ ] = another dose, or the depositor's remark.

SMILES	CYP2C19 act	ERa SRC1 inh	CD11b adhes enh	H69AR growth 86K	CYP2C19 inhib	ERa SRC1 pot	CD11b adhes inh	Fibroblast inh	HUVEC prolif 384
Cc1c(/C(O)=C2\C(=O)C(=O)N(CCN(C)C)C2c2ccco2)cnn1-c1ccccc1 (stereo not drawn)	1	-1	2	94	1	97	-11	108	92
Cc1ccc(-n2nc(C)c3c(C)c(CCC(=O)NC(C)c4ccccc4)c(C)nc32)cc1 (stereo not drawn)	0.9	7[fluorescence artefact?]	5	15*	6	117	-1	73	59
COCCNC(=O)c1ccc(CS(=O)(=O)c2ccc(C)cc2)o1	1.1	-6	-7	94	-14	126	2	86	87
CN(C)c1ccc(C2C3C(=O)NC(=O)C3ON2c2ccc(Cl)cc2)cc1 (stereo not drawn)	0.5	5[fluorescence artefact?]	13	100	51*	93	-15	102	99
Cc1ccc(S(=O)(=O)NCc2cccnc2)s1	0.6	5	-4	93	37	99	-26	105	104
COc1ccc(-c2csc(C)n2)cc1OC	0.9	-9	0	99	12	111	-25	106	109
COc1ccc(S(=O)(=O)Nc2ccc(Oc3ncccn3)c(Cl)c2)cc1	0	-3	1	91	100*	100	-2	99	79
Cc1cc(C(C)(C)C)oc1C(=O)N(CC(=O)NC1CCCC1)c1cccc(C(F)(F)F)c1	0.7	.	4	.	32	.	22	.	.
O=C(O)CCC(=O)Nc1ccc(C(=O)OC2CCCCC2)cc1	0.8	8	-1	95	15	128[fluorescence artefact?]	-11	99	89
CCOCCCNS(=O)(=O)Cc1ccccc1	0.6	-4[fluorescence artefact?]	-1	102	42	100	-7	96	105
COc1ccc(S(=O)(=O)Cc2ccc(C(=O)NCCCN(C)c3ccccc3)o2)cc1	0.5	-13	-1	87	47	96	-3	97	89
Cc1nn(Cc2ccc(Cl)cc2Cl)c(C)c1NC(=O)CCl	.	-8	.	1.6*	.	126	.	23*	75
CCOC(=O)COc1cc2c3c(c(=O)oc2cc1C)CCCC3	0.8	-10	8	80	25	91	-14	105	90
C=CCOC(=O)Nc1c(C(=O)OC)[nH]c2ccccc12	0.8	-5	-4	80	17	101	-13	93	81
COC(=O)C1=C(C)OC(N)=C(C#N)C1c1cccnc1 (stereo not drawn)	1	-4	-3	98	4	96	2	102	83
CCc1cc([N+](=O)[O-])cc(CC)c1N	0.4	.	2	.	55*	.	-49	.	.
CCCCN=C(N)/C(C(=O)OCC)=C(\O)c1ccc(OC)cc1	0.5	-9	-1	93	55*	115	20	97	96
Cc1cccc(C)c1NC(=O)CSc1nc(-c2ccco2)cc(C(F)(F)F)n1	.	-7	.	30*	.	117	.	81	59
CCn1cc(C(=O)N2CCc3ccccc32)c(=O)c2cc(S(=O)(=O)N3CCCCCC3)ccc21	0.7	3	2	80	29	100	8	90	94
CCOC(=O)c1cc(NC(=O)c2ccc(Cl)cc2)c(=O)oc1-c1ccccc1	0.9	.	4	.	7	.	-1	.	.
Cc1c(NS(=O)(=O)c2ccccc2)cc(Cl)c(O)c1C	0	-14	0	65	99*	104	102	102	98
CCN(CC)c1ccc(C(=O)OCC(=O)N2CCN(c3ccccc3)CC2)cc1	0.9	2[fluorescence artefact?]	-4	81	7	114[fluorescence artefact?]	12	108	90
COc1ccc(S(=O)(=O)Nc2ccc3oc(C)c(C(C)=O)c3c2)cc1	0.3	3	-1	19*	67*	109	-12	79	69
Cc1ccc(CNC(=O)c2cn(C)c(=O)c3c2c2ccccc2n3C)o1	0.8	-5	-6	88	20	85	-3	95	84
Cc1ccc(N2CC(c3nc4ccccc4n3C)CC2=O)cc1C (stereo not drawn)	0.8	-7	49	97	22	128	-31	101	94
CN1CCN(Cc2c(O)ccc3c(=O)c(Oc4ccccc4Cl)c(C(F)(F)F)oc23)CC1	1	-4	0	80	4	110	7	94	91
O=C(Nc1ccc2c(c1)OCO2)N1CCN(c2ncc(C(F)(F)F)cc2Cl)CC1	0.8	6[fluorescence artefact?]	0	80	18	109	9	109	102
COc1ccc(NC(=O)c2cccc(-n3cnnn3)c2)cc1	0.9	7	-5	98	8	106	-2	109	98
O=C(CN(C(=O)CCC(=O)Nc1nccs1)c1ccc2c(c1)OCCO2)NCc1ccco1	0.6	-6	1	92	44	118	-12	96	92
CC(C)Nc1oc(-c2cccc3ccccc23)nc1C#N	0.9	-10	-6	93	5	96	-12	108	103
CN(C)c1cccc(C(=O)OCC(=O)NCC2CCCO2)c1 (stereo not drawn)	0.3	-12	-4	105	67*	112[fluorescence artefact?]	-4	97	97
COc1cc(CNC2CCCC2)cc(Cl)c1OCc1ccc(F)cc1	0	.	-3	.	95*	.	-1	.	.
Cn1c(=O)n(CCCOc2ccc(Cl)cc2)c2ccccc21	0.2	-2	5	98	76*	90	-38	98	101
Cc1ccc(CCNC(=O)c2nnn(-c3cc(C)cc(C)c3)c2N)cc1	1	6[fluorescence artefact?]	-2	59	-1	139	3	88	68
COc1ccc(S(=O)(=O)Nc2nnc(C)s2)cc1	0.9	.	-1	.	12	.	8	.	.
COc1ccc(S(=O)(=O)N2CCC(C(=O)NCc3ccccn3)CC2)cc1Cl	0.7	-3	-1	104	32	104	-22	100	98
Cc1ccc(CSCc2nnc(SCC(=O)N3CCN(c4ccccc4)CC3)n2C)cc1	0.4	.	0	.	60*	.	19	.	.
CCc1cc(=O)oc2c(C)c(OCC(=O)N3CCCc4ccccc43)ccc12	0.3	8	2	74	66*	85	6	102	68
Cc1cc(=O)oc(C)c1C(=O)OCC(=O)c1ccc(Br)cc1	.	26	.	89	.	99	.	103	105
O=C(COC(=O)[C@H](Cc1ccccc1)NC(=O)c1ccco1)NC(c1ccccc1)c1ccccc1	0.7	.	3	.	30	.	4	.	.
CCCCN1CCc2c([nH]c3ccc(C)cc23)C1=O	0.6	6	4	94	41	87	-2	115	97
Cc1ccc(-c2noc(CSc3ccccc3)n2)cc1	0.8	6[fluorescence artefact?]	-8	100	20	96	18	102	107
CCOC(=O)c1[nH]c2ccccc2c1N=CN(CC)CC	1	0[fluorescence artefact?]	2	97	1	134	-17	87	105
CN(CCOC(=O)c1cccc(Br)c1)C(C)(C)C	0.8	11	-4	94	25	91	9	106	107
O=C(Nc1nnc(SCc2ccc(Cl)cc2)s1)c1ccco1	0.8	16[fluorescence artefact?]	2	91	18	121	9	98	92
Cc1cc(C(=O)N2CCCC2C(=O)O)c(C)o1 (stereo not drawn)	1	1	2	88	2	103	12	98	88
O=[N+]([O-])c1ccc(Cl)c(/C=N/Nc2nc(N3CCOCC3)nc(N3CCOCC3)n2)c1	0.8	.	0	.	19	.	-6	.	.
O=C(NCCN1CCOCC1)c1ccc(CS(=O)(=O)c2ccc(Br)cc2)o1	.	-1	.	97	.	114[fluorescence artefact?]	.	105	96
Cc1ccc2cccc(S(=O)(=O)n3nc(C)cc3C)c2n1	0.9	-4	-4	83	12	108	-19	97	77
CCN(CC(=O)Nc1ccc2c(c1)OCCO2)Cc1cc(=O)oc2cc(C)c(C)cc12	0.1	-1	6	48	88*	106[fluorescence artefact?]	-34	97	85

(list continues)
SMILES	CYP2C19 act	ERa SRC1 inh	CD11b adhes enh	H69AR growth 86K	CYP2C19 inhib	ERa SRC1 pot	CD11b adhes inh	Fibroblast inh	HUVEC prolif 384
COc1ccc(C(=O)Nc2ccc(S(=O)(=O)N3CCCCC3C)cc2)c(OC)c1OC (stereo not drawn)	0.8	.	-2	.	16	.	16	.	.
O=C(Nc1ccc(F)cc1F)c1ccc(COc2c(F)c(F)cc(F)c2F)o1	1.1	0	1	104	-6	90	-10	101	74
O=C(NCc1cccnc1)c1ccc(CN2CCc3ccccc3C2)cc1	.	-5	.	83	.	105	.	98	91
COC(=O)c1c(C)nc2c(c(SC)nn2-c2ccccc2)c1N	1.1	.	0	.	-9	.	1	.	.
Cn1c(CCN2CCOCC2)nc2cc(NC(=O)COc3ccc(Cl)cc3)ccc21	0.8	11	0	49	21	111	14	99	97
CCCc1cc(=O)[nH]c(/N=C(/NC(=O)C(C)N2C(=O)c3ccccc3C2=O)Nc2ccccc2)n1 (stereo not drawn)	1	-27	16	84	1	98	26	102	93
CCOC(=O)C1=C(C)NC(C)=C(C(=O)OCC)C1C(=O)OCC(=O)N1CCc2ccccc21	0.6	-8	-2	76	38	125	1	96	100
CCCCCCC1C(C#N)=C(N)OC2=C1C(=O)CCC2 (stereo not drawn)	0.3	-4	-2	91	73*	81	32	95	88
CC#CCN(CC#CC)S(=O)(=O)c1ccc(-n2cnnn2)c(OC)c1	0.2	9	-2	86	84*	89	-20	99	88
Cc1nc2ccc(S(=O)(=O)NCC(=O)N3CCCCC3)cc2s1	0.8	2	-1	84	21	134	-8	98	103
CCc1c(C)nc(N)n2c(SCC(=O)N3CCN(c4ccccc4F)CC3)nnc12	1	-4	0	93	-4	117	-1	99	102
Cc1nnc(SCCC#N)n(CCC#N)c1=O	0.9	-4	-2	84	6	110	-7	109	91
Cc1ccc2c(CC(=O)Nc3nc(C)cs3)coc2c1	0.8	-2	-3	92	24	107	-2	96	95
O=C(Cn1ccc2ccccc2c1=O)N1CCN(Cc2ccc3c(c2)OCO3)CC1	0.8	-1	-6	87	18	115	4	98	93
Cc1nn2cc(-c3ccccc3)nc2s1	0.8	-1[fluorescence artefact?]	-2	89	22	112[fluorescence artefact?]	1	99	103
CC12CCC(C(=O)O)(c3nc(C#N)c(C#N)nc31)C2(C)C (stereo not drawn)	1.1	23	-4	98	-13	67[fluorescence artefact?]	2	100	89
CC12CCCCN1CCCc1c2[nH]c2ccccc12 (stereo not drawn)	0.8	5	-1	85	23	99	0	97	78
CCOC(=O)c1[nH]c2ccc(OC)cc2c1NC(=O)CCN1CCC(C)CC1	0.9	-4	-5	86	9	107	-3	101	103
COc1cccc(NC(=O)CSc2nccn2-c2cccc(OC)c2)c1	0.4	-7	-7	90	61*	114	8	103	93

Profiles from above.
CC12CCC(C(=O)O)(c3nc(C#N)c(C#N)nc31)C2(C)C (stereo not drawn) is listed with CYP2C19 act: 1.1; ERa SRC1 inh: 23; CD11b adhes enh: -4; H69AR growth 86K: 98; CYP2C19 inhib: -13; ERa SRC1 pot: 67[fluorescence artefact?]; CD11b adhes inh: 2; Fibroblast inh: 100; HUVEC prolif 384: 89
COC(=O)c1c(C)nc2c(c(SC)nn2-c2ccccc2)c1N is listed with CYP2C19 act: 1.1; ERa SRC1 inh: .; CD11b adhes enh: 0; H69AR growth 86K: .; CYP2C19 inhib: -9; ERa SRC1 pot: .; CD11b adhes inh: 1; Fibroblast inh: .; HUVEC prolif 384: .
